High-throughput results deposited in PubChem by National Center for Advancing Translational Sciences (NCATS).
Abeta rescue: A-beta toxicity reversal in yeast. yeast expressing A-beta42, growth rescue, OD600, 48 h; response scale: 0% DMSO, 100% iron-clioquinol control. Potency, µM (doses to about 46.1 µM), for the others: top-dose growth rescue, actives largely listed as activators. 410,000 compounds, 0.063% hits. AID 1347071; further: potency means the concentration at half of the fitted maximal effect; nearly all actives have a fitted effect of over 55% in size
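Yeast A-beta toxicity model in growth medium with pinned compounds, 48 h at 30 C; growth read as absorbance at 600 nm. Normalized to FeCl3/clioquinol equimolar mix (positive) and DMSO (negative).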
EPAC1 antagonist: blocks human EPAC1 exchange factor | O95398 | EPAC1 GEF assay, Rap1b-BODIPY-GDP exchange fluorescence | Potency, µM (doses to about 115 µM), inactives show top-dose activity change, negative = inhibition, hits mostly inhibitors | 360,000 compounds, 0.14% hits | AID 720709;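 further: potency means the concentration at half of the fitted maximal effect; plate controls were vehicle for no effect and positive control for full effect; nearly all actives have a fitted effect of over 50% in size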
WRN inhibitor: WRN helicase (human) inhibition; 360,000 compounds, 0.46% hits; Q14191; WRN helicase unwinding, fluorescent forked duplex, kinetic; Potency, µM (series often up to 114 µM), without a hit: at the top dose activity change, negative = inhibition, actives largely listed as inhibitors; AID 651768; further: potency means the concentration at half of the fitted maximal effect; on the % scale 0 is the no-effect control and ±100 the full control effect; nearly all actives have a fitted effect of over 55% in size
Target sequence (Q14191 whole entry, looked up): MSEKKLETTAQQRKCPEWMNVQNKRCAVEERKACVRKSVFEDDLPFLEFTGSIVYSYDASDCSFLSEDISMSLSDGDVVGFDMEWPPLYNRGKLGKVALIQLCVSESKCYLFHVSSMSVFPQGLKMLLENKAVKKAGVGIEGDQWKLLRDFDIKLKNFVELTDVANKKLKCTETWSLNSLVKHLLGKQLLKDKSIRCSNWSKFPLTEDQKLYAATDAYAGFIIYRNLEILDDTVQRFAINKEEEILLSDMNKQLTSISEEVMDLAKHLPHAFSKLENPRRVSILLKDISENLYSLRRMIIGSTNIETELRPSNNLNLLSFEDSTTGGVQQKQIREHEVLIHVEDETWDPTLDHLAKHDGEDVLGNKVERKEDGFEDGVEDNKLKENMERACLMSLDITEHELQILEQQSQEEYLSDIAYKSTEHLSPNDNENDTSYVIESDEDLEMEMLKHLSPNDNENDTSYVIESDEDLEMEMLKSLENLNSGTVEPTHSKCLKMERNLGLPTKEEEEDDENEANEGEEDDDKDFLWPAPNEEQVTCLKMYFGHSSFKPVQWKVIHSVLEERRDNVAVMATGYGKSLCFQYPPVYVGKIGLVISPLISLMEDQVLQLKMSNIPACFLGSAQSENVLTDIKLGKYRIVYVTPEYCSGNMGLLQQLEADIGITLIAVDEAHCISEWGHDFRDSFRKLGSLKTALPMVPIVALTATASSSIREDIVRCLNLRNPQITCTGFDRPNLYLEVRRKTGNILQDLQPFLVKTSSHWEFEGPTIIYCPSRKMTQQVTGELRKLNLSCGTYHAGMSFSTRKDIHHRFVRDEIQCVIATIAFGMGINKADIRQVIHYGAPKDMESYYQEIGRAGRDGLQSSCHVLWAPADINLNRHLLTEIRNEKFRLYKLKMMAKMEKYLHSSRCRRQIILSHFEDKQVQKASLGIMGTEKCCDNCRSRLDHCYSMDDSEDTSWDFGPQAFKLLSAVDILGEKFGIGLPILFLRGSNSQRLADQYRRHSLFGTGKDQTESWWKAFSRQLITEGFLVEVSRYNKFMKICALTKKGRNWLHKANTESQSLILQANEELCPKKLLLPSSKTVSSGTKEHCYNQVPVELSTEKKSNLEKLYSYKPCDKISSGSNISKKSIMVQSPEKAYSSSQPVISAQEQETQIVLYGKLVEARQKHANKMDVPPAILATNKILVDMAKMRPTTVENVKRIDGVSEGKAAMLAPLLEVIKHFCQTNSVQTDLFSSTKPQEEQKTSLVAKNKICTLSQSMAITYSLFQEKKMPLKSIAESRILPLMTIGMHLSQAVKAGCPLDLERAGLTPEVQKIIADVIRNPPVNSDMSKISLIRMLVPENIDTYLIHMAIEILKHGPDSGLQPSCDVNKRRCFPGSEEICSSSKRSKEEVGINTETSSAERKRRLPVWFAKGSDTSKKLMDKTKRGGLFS
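WRN at 20 nM final was preincubated with compound for 15 min at room temperature; reaction started with 100 nM forked duplex oligonucleotide carrying fluorophore and quencher plus 2 mM ATP (final). Unwinding followed kinetically by red fluorescence (ex 525/em 598 nm).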
PI5P4Ka inh: PI5P4K alpha (human) kinase inhibition | P48426 | PI5P4Kalpha enzyme, ADP-Glo luminescence, 60 min; active compounds read low | max response, % | 330,000 compounds, 1.2% hits | AID 652105; active means max response of -50% or lower; inconclusive means between -30% and -50%; inactive means -30% or higher; further: value at the top dose of about 77 µM; on the % scale 0 is the no-effect control and ±100 the full control effect
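Reactions run in 0.038 M HEPES pH 7.4, 0.28 mM EGTA, 0.1% CHAPS and 5% DMSO, with PI5P4Kalpha, substrate, compound and 5 microM ATP final, one hour at room temperature. Readout is ADP-Glo luminescence.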
EPAC1 ag: agonists of human EPAC1; O95398; AID 720707; 360,000 compounds, 0.073% hits; Potency, µM (series often up to 154 µM), for the others: at the top dose activation, hits mostly activators; EPAC1 agonist qHTS, biochemical assay; response scale: 100% = response to 6.5 mM cAMP; further: potency means the concentration at half of the fitted maximal effect; nearly all actives have a fitted effect of over 60% in size
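Compounds were pinned as a concentration titration into mixtures of EPAC1 (100 nM), BODIPY-GDP-loaded Rap1B (250 nM) and GDP (50 uM). After 5 min at room temperature, fluorescence was followed for 30 min; activity was scaled to 6.5 mM cAMP.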
PLK1 PBD block: blocks phosphopeptide binding to human PLK1 polo-box domain. 360,000 compounds, 2.8% hits. Plk1 PBD binding of FITC phosphopeptide, fluorescence polarization. AID 720504. Potency, µM, without a hit: max response, negative = inhibition, usual class: inhibitors; further: potency means the concentration at half of the fitted maximal effect; series mostly up to about 57 µM; on the % scale 0 is the no-effect control and ±100 the full control effect; nearly all actives have a fitted effect of over 65% in size
FUS suppressor: rescues growth of FUS-expressing yeast | 390,000 compounds, 0.24% hits | S. cerevisiae FUS-expressing, growth rescue, OD600, 24 h | AID 1347120 | Potency, µM (highest dose often 76.6 µM), for the others: top-dose growth rescue (activation), hits mostly activators;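 further: potency means the concentration at half of the fitted maximal effect; plate controls were DMSO vehicle for no effect and reference control for full effect; nearly all actives have a fitted effect of over 55% in size; some results filed as inactive show a strong effect at the top dose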
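FUS-expressing yeast, raffinose-pregrown, induced in 2% galactose minimal medium at OD 0.005; compounds in a dilution series, 24hr at 30C. Growth restoration read as absorbance at 600 nm. CP55940 positive control, DMSO negative.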
IL2 activator: activates IL-2 in a cell-based reporter assay; IL-2 activation reporter assay, cell-based qHTS; stimulated with anti-CD3/CD4/CD28 beads; in transgenic mouse T cells; 360,000 compounds, 0.065% hits; AID 652025; activation, % (series mostly up to about 46 µM); in the data active means activation above about 50%; inconclusive means mostly about 30% to 49%; further: 0% is about no effect
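EGFP and DsRed fluorescence is measured by plate cytometry in unstimulated transgenic mouse T cells exposed to compound for 60 minutes, then stimulated 18 hours at 37 degrees C with anti-CD3/anti-CD4 beads plus anti-CD28.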
* marks the source's active call; other numbers are inactive results; ? = inconclusive; nt = not tested or not shown; [ ] = remark or other dose. Unless noted, the call rests on the fitted dose curve; in most records, active means well fitted curve in the direction sought with a large enough effect; inconclusive means small, poorly fitted or top-dose-only effect, or another doubt; inactive means no such curve, though single readings can be large; an effect the other way counts as inactive or inconclusive.

SMILES | Abeta rescue | EPAC1 antagonist | WRN inhibitor | PI5P4Ka inh | EPAC1 ag | PLK1 PBD block | FUS suppressor | IL2 activator
Cc1ccc(-n2c(SCC(=O)NCCN3C(=O)CSC3=O)nnc2-c2cccc(C)c2)cc1 | 1.0% | ? | -10.3% | 1.5 | 0.9% | -17.2% | -2.3% | 2.0
Cc1ccc(C(O)c2ncc(-c3ccccc3C)[nH]2)cc1 (stereo unspecified) | -10.8% | -6.0% | -2.9% | -0.1 | 8.0% | -9.5% | -17.8% | 0.1
CCOC(=O)C1=C(CN2CCCCCC2)NC(=O)NC1c1ccc2c(c1)OCO2 (stereo unspecified) | -6.9% | 2.4% | 0.0% | -4.9 | 0.4% | -3.9% | 9.1% | -2.8
COc1ccc(N2CC(O)=C(c3nc(-c4ccc(Br)cc4)cs3)C2=N)cc1 | 11.7% | 8.0% | -1.2% | 2.4 | 8.5% | -2.1% | -11.2% | -0.2
COc1ccc(C(=O)N2CCC(C(=O)O)CC2)c2ccccc12 | -11.5% | -1.7% | -3.4% | -5.8 | 4.7% | -26.2% | 3.1% | 0.7
O=S(=O)(c1ccc(SCc2ccccc2)nc1)N1CCCCC1 | -6.4% | -0.7% | -0.1% | -2.6 | -3.7% | ? | -19.5% | -0.9
CCSc1nnc2c(Cl)cc(Cl)cn12 | -12.2% | -2.1% | -1.6% | -6.3 | 1.7% | -3.5% | -27.8% | 1.8
CCCCN1C(=N)N([C@@H](CCC)CN2CCC[C@H]2CN2C(N)=NC[C@H]2CC(C)C)C[C@H]1Cc1ccccc1 | -0.1% | 2.2% | -7.0% | 0.0 | -8.9% | -7.0% | 7.9% | 0.2
CN(C)c1ncnc2c1ncn2[C@H]1CN(Cc2ccc3c(c2)OCO3)C[C@@H](CO)O1 | -3.8% | 17.0% | -9.6% | 7.7 | -7.7% | 1.6% | -17.8% | 0.1
CCOC(=O)c1ccc(-n2ncc(C(=O)OCC)c2N)cc1 | 7.6%[9.22 µM] | -5.4% | -5.9% | 2.6 | -5.4% | -0.5% | -3.1% | -0.4

Look-ups from above.
CCSc1nnc2c(Cl)cc(Cl)cn12 in PLK1 PBD block reads -3.5%
O=S(=O)(c1ccc(SCc2ccccc2)nc1)N1CCCCC1 in IL2 activator reads -0.9

The list goes on.
SMILES | Abeta rescue | EPAC1 antagonist | WRN inhibitor | PI5P4Ka inh | EPAC1 ag | PLK1 PBD block | FUS suppressor | IL2 activator
Cc1c(C(N)=O)sc2ncn(CC(=O)NCCc3ccccc3)c(=O)c12 | 4.3% | 12.3% | -3.6% | -12.9 | 3.9% | 0.2% | 23.8% | -0.4
C[C@H]1CN([C@@H](C)CO)C(=O)c2cc(NC(=O)Nc3cccc4ccccc34)ccc2O[C@@H]1CN(C)Cc1ccc(-c2ccccc2)cc1 | -6.0% | -11.7% | 1.5% | 24.3 | -20.7% | -16.1% | ? | -0.4
CCCC1(c2ccccc2)NC(=O)N(CC(=O)NCC2COc3ccccc3O2)C1=O (stereo unspecified) | -8.1% | 2.8% | -5.0% | 7.4 | 4.3% | -8.4% | nt | -0.6
Cc1onc(-c2ccccc2Cl)c1C(=O)Nc1nc2ccc(S(C)(=O)=O)cc2s1 | ? | -21.3% | -4.6% | 7.5 | 2.5% | -3.4% | ? | 2.6
CCc1ccc(CN(C(=O)c2cccs2)C2CCS(=O)(=O)C2)cc1 (stereo unspecified) | -12.1% | 0.8% | 8.4% | -7.7 | 6.7% | -6.7% | 10.2% | 1.2
Cc1cc(NC(=O)CCC(=O)N(c2ccccc2C)C(C(=O)NC2CCCC2)c2ccccc2)no1 (stereo unspecified) | -13.4% | -10.8% | -1.6% | 9.4 | -4.4% | 0.0% | -6.0% | -0.3
C=CCCCCCCCCC(=O)Nc1c[nH]c(=O)[nH]c1=O | -5.3% | 3.4% | 1.0% | nt | 7.5% | -12.4% | -0.7% | -0.4
CC(C)(C)c1ccc(-c2n[nH]c(=S)n2Cc2ccccc2)cc1 | ? | -12.1% | -4.4% | 0.3 | -9.9% | -0.9% | 2.6% | -5.0
O=S1(=O)CC/C(=N\Nc2ccccc2)c2ccsc21 | -6.0% | 1.1% | 3.3% | 1.5 | 6.7% | -17.8% | -27.0% | 1.0
COC(=O)c1cccc(NC(=S)Nc2cccc(Cl)c2C)c1 | ? | 1.9% | -6.1% | -5.6 | 8.5% | -0.9% | 5.0% | 1.7
CCCCNC(=S)N=Nc1c(O)n(Cc2ccccc2)c2ccccc12 | 23.3% | -2.1% | -5.9% | 9.2 | 14.5% | -5.8% | 18.5% | -2.0
Cc1cc(C(=O)COC(=O)c2cccnc2Cl)c(C)n1C | 0.4% | 11.0% | 2.0% | -3.1 | 5.1% | 0.0% | ? | -0.6
CC(C(=O)OCC(=O)Nc1cccc(S(=O)(=O)N2CCOCC2)c1)N1C(=O)c2ccccc2C1=O (stereo unspecified) | -1.0% | -8.5% | -6.4% | 7.5 | 4.5% | -0.4% | 16.5% | -0.2
C=CCNc1cnn(-c2ccccc2)c(=O)c1Cl | -5.3% | -6.9% | 3.6% | 0.6 | -22.5% | 1.2% | -16.4% | -0.6
COc1ccc(C2CC(c3ccc4ccccc4c3)=NN2C(=O)COC(=O)C2CCC(=O)N2)cc1 (stereo unspecified) | 19.4% | -14.7% | -0.9% | -0.2 | 3.7% | 0.6% | ? | 0.6
COCC1CCN(Cc2c(C(=O)N3CCN(C4CCCCC4)CC3)nc3ccccn23)C1 (stereo unspecified) | 9.2% | 1.6% | 2.0% | 5.9 | -4.6% | -16.2% | -10.6% | -4.7
COc1ccc(N(C(=O)c2cnsn2)C(C(=O)NC2CCCCC2)c2ccncc2)cc1 (stereo unspecified) | 9.2% | 4.6% | 9.0% | 2.4 | -1.6% | 1.7% | -23.2% | 1.0
CN(C(=O)c1cc(S(=O)(=O)N2CCOCC2)cs1)c1ccccc1 | -3.4% | 23.9% | -19.5% | -2.8 | -1.8% | 1.9% | nt | -3.4
CCOC(=O)N1CCN(C(=O)CC(C(=O)N2CCc3ccccc32)n2ccnc2)CC1 (stereo unspecified) | 12.3% | 1.5% | 2.3% | nt | 12.8% | -3.6% | 23.1% | -2.8
O=Cc1cn(CCOc2ccccc2)c2ccccc12 | -14.3% | -17.5% | -19.4% | 3.0 | -3.3% | -6.1% | -10.9% | -0.4
CN1CCN(C(c2ccc(Cl)cc2)c2cc(Cl)c3cccnc3c2O)CC1 (stereo unspecified) | -80.0%[inhibitor] | -19.6% | -14.8% | -62.5* | 9.2% | 2.38µM* | 34.5% | -4.3
O=C(CN(CC1CCCO1)C(=O)CCC(=O)Nc1ccccn1)NCc1ccccc1 (stereo unspecified) | 15.4% | 12.2% | 12.1% | 2.7 | 2.2% | -6.1% | 15.1% | -2.1
Cc1[nH][nH]c(=O)c1C(c1c(C)[nH][nH]c1=O)c1cn(C)c2ccccc12 | -14.3% | -14.6% | -9.5% | -2.2 | 3.1% | -17.7% | 5.7% | -0.5
CN1CCN(c2ccc(NC(=O)c3ccc(C(F)(F)F)cc3)cn2)CC1 | -23.2% | -10.5% | -25.3% | -5.3 | 10.1% | -13.2% | 24.0% | 0.6
COc1ccccc1CN1CCC(n2nccc2NC(=O)c2ccccc2Cl)CC1 | 6.7% | -11.9% | -1.7% | -3.6 | -3.4% | 1.2% | 20.0% | -3.5
CS/C(N)=N/N=C/c1ccc2c(c1)OCO2 | -8.0% | -7.5% | -11.6% | -1.6 | 0.0% | -4.0% | -5.8% | 2.1
CC(=O)c1c(C(C)=O)c(C)n(-c2nc(-c3ccccc3)c(C)s2)c1C | 26.3% | ? | 1.5% | -0.6 | 0.0% | -2.6% | 14.0% | -0.4
O=C(CNc1ccccc1F)Nc1cccc2ccccc12 | -10.3% | -2.6% | -4.1% | -11.5 | 13.8% | -11.6% | 10.7% | -0.1
CC(C)CNc1oc(-c2ccc(F)cc2)nc1C#N | -5.8% | -22.6% | -4.7% | 7.4 | -14.6% | -9.4% | -16.0% | 3.0
Cc1ccc(OCC(=O)Nc2ccc3oc(=O)ccc3c2)c(C)c1 | -4.4% | 1.3% | -4.3% | -11.0 | -2.0% | -11.2% | 14.0% | 0.0

The last two records of the section before come first, to join the parts:
SMILES | Abeta rescue | EPAC1 antagonist | WRN inhibitor | PI5P4Ka inh | EPAC1 ag | PLK1 PBD block | FUS suppressor | IL2 activator
CC(C)CNc1oc(-c2ccc(F)cc2)nc1C#N | -5.8% | -22.6% | -4.7% | 7.4 | -14.6% | -9.4% | -16.0% | 3.0
Cc1ccc(OCC(=O)Nc2ccc3oc(=O)ccc3c2)c(C)c1 | -4.4% | 1.3% | -4.3% | -11.0 | -2.0% | -11.2% | 14.0% | 0.0
O=C(NCc1ccccc1F)C1CCC(=O)N(Cc2ccc(Cl)cc2)C1 (stereo unspecified) | 2.1% | -26.4% | 0.7% | 1.8 | -6.2% | -4.5% | 9.2% | -0.6
COc1ccc(N(C(C)C(=O)N/N=C/c2ccc(OC(C)C)cc2)S(C)(=O)=O)cc1 (stereo unspecified) | -14.0% | 7.7% | -7.3% | nt | 9.8% | 1.8% | 25.7% | 0.3
NS(=O)(=O)c1ccc(NC(=O)c2cc(Cl)ccc2Cl)cc1 | -17.9% | -19.7% | -9.2% | -3.1 | -7.7% | -15.1% | 28.6% | -0.6
Cc1sc2nc(CN3CCCC3)nc(N3CCC(C(N)=O)CC3)c2c1C | 7.7% | 4.3% | -18.4% | 2.2 | 17.6% | -9.4% | 23.5% | 0.6
Cc1cc(Cl)c(C)c(S(=O)(=O)N2CCN(C(=O)C3CCCO3)CC2)c1Cl (stereo unspecified) | -13.9% | -2.7% | -27.5% | 0.7 | 3.3% | -4.2% | nt | -2.6
COc1cccc(C=NNc2ccc([N+](=O)[O-])cn2)c1OC | 1.1% | -1.1% | 11.3% | -10.5 | -3.8% | 0.6% | 2.5% | -0.2
CC(C)C(C(=O)Nc1ccc2c(c1)OCCO2)N1C(=O)c2ccccc2C1=O (stereo unspecified) | 1.4% | -21.1% | 5.8% | -0.3 | 2.0% | -13.9% | 36.2% | -0.2
CCc1ccc(-c2nc(SCC(=O)N3CCOCC3)n[nH]2)cc1 | -15.8% | -12.2% | -8.4% | 7.1 | -5.6% | -8.0% | 4.4% | 0.7
O=S(=O)(c1cccc(C(F)(F)F)c1)N1CCC(CO)(CCCc2ccccc2)CC1 | 22.1% | -18.2% | -8.8% | 24.7 | 5.2% | 5.2% | ? | 0.3
